MmCpn inh – blocks the Methanococcus maripaludis chaperonin Mm-Cpn; Potency, µM (series often up to 76.9 µM), inactives show top-dose activity, negative = inhibition, hits mostly inhibitors; 330,000 compounds, 0.031% hits; AID 504842; purified Mm-Cpn ATPase, ADP Transcreener TR-FRET; note: potency is the fitted concentration of half-maximal effect; % is set by controls: 0 for no effect and ±100 for the full control effect; nearly all actives have a fitted effect of over 80% in size
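TR-FRET (320 nm excitation; 590 and 665 nm emission) reports ADP made from 10 uM ATP by 25 nM enzyme; compounds were preincubated 10 min, reaction run 30 min, both at 37°C.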
TGFb inhibitor – TGF-b pathway inhibition; Potency, µM (titrated, usually from 46.1 µM), for the others: at the highest dose activity, negative = inhibition, hits mostly inhibitors; 410,000 compounds, 1.2% hits; HepG2 CAGA-GFP TGF-b/SMAD3 reporter, GFP fluorescence, 18 h; TGF-beta stimulated, 500 pg/mL final; note: potency is the fitted concentration of half-maximal effect; % is set by controls: 0 for no effect and ±100 for the full control effect; nearly all actives have a fitted effect of over 65% in size
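Smad-responsive CAGA-GFP expression was quantified in HEPG2 cells exposed to compounds and 500 pg/mL final TGF-beta for 18 h at 37 degrees C; unstimulated wells defined full inhibition.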
Nrf2 block – inhibitors of Nrf2 signaling | A549 ARE-Fluc reporter, luciferase luminescence, 18-24 h | Potency, µM (titrated, usually from 46 µM), for inactives: at the highest dose activity change, negative = inhibition, most hits filed as inhibitors | 360,000 compounds, 2.1% hits | AID 504444; note: potency is the fitted concentration of half-maximal effect; % is set by controls: 0 for no effect and ±100 for the full control effect; nearly all actives have a fitted effect of over 60% in size
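Two sequential reads on A549 ARE_Fluc cells exposed to compound for 18-24 h: a CellTiter-Fluor fluorescence read for viability, then a luciferase luminescence read for Nrf2/ARE activity.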
CCT chaperon mod – modulators of cytosolic chaperonin (CCT/TRiC) activity. purified chaperonin ATPase assay, HTRF ADP detection, 30 min. activity change, % (test concentration not listed), hits read low. 360,000 compounds, 0.3% hits; in the data active = activity change below about -30%; note: % is set by controls: 0 for no effect and ±100 for the full control effect
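First, chaperonin was dispensed at 40 nM or 20 nM final depending on batch activity. Next, compounds were pinned at 76 uM and ATP added at 10 uM. After 30 min at 37 °C, ADP detection reagents ran 30 min at ambient temperature.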
Nrf2 activator – activators of Nrf2 (ARE) signaling; AREc32 ARE-luciferase reporter (MCF7-derived line), luminescence, 24 h; Potency, µM (doses to about 46.1 µM), for inactives: at the top dose activation, hits mostly activators; 410,000 compounds, 0.31% hits; AID 624171; note: potency is the fitted concentration of half-maximal effect; % of control where 0% means no effect; nearly all actives have a fitted effect of over 65% in size
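Reporter line AREc32 (ARE-Fluc), seeded overnight in OPTI-MEM with 5% FBS; compound pin-transferred, 24 hr at 37 deg C, 5% CO2; luminescent read-out.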
Abeta rescue – compounds reversing amyloid beta toxicity in yeast. yeast expressing A-beta42, growth rescue, OD600, 48 h; response scale: 0% DMSO, 100% iron-clioquinol control. Potency, µM (top dose mostly 46.1 µM), without a hit: top-dose growth rescue, usual class: activators. 410,000 compounds, 0.063% hits; note: potency is the fitted concentration of half-maximal effect; nearly all actives have a fitted effect of over 55% in size
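Yeast growth medium received pinned compounds, then yeast cells expressing toxic A-beta were added; plates incubated at 30 C for 48 hr. Growth read as absorbance at 600 nm, normalized to DMSO and equimolar FeCl3 plus clioquinol controls.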
A549 tox – kills or reduces viability of A549 cells in Nrf2 counter-screen; A549 ARE-Fluc cells, CellTiter-Fluor viability, 18-24 h; Potency, µM (top dose mostly 46 µM), for the others: at the top dose activity change, negative = cytotoxicity, most hits filed as inhibitors; 390,000 compounds, 0.16% hits; AID 504648; note: potency is the fitted concentration of half-maximal effect; % is set by controls: 0 for no effect and ±100 for the full control effect
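A549 ARE_Fluc cells in 5% FBS OPTI-MEM were exposed to compounds in concentration-response for 18-24 h at 37 deg C. Viability was read by CellTiter-Fluor fluorescence (Ex 405/Em 525) after 30 min, before the luciferase read.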
HepG2 viability – kills HepG2 cells in TGF-b inhibitor counter-screen | 410,000 compounds, 0.76% hits | AID 588856 | Potency, µM (highest dose often 46.1 µM), without a hit: top-dose activity change, negative = cytotoxicity, actives largely listed as cytotoxic | HepG2 CAGA-GFP viability, ATP luminescence, 18 h; note: potency is the fitted concentration of half-maximal effect; some results filed as inactive show a strong effect at the top dose
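CellTiter-Glo luminescence gave cytotoxicity after 18 hours at 37 degrees C. The cells were HepG2 CAGA-GFP in 1% FBS DMEM, stimulated with 500 pg/mL TGF-beta after compound addition. %Activity was normalised to no-cell wells (complete cell-killing) and DMSO (no toxicity), and curves were fitted and classified.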
Akt phos inh – blocks phosphorylation of Akt. 360,000 compounds, 0.32% hits. Neuro2A IGF-stimulated pAkt S473 HTRF, 20 min; stronger effect = lower value. activity change, % for hits at 50 µM; in the data active = activity change below about -80%; inconclusive = mostly about -51% to -80%; note: % is set by controls: 0 for no effect and ±100 for the full control effect
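Single-point screen (50 µM final compound) in Neuro2A cells stimulated 20 min with 6 nM IGF at 37 deg C. After lysis, Ser473-phosphorylated Akt read by HTRF (ex 330 nm, em 615/665 nm) as the 665/615 ratio.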
* = called active by the depositor; i = inactive; u = inconclusive; x = no result given; & = joins results of further samples; [ ] = another dose, or the depositor's remark. Unless noted, calls come from the whole dose curve; as a rule, active = well fitted curve in the direction sought with a large enough effect; inconclusive = small, poorly fitted or top-dose-only effect, or another doubt; inactive = no such curve, though single readings can be large; an effect the other way counts as inactive or inconclusive.

canonical_smiles	MmCpn inh	TGFb inhibitor	Nrf2 block	CCT chaperon mod	Nrf2 activator	Abeta rescue	A549 tox	HepG2 viability	Akt phos inh
CC(C)Oc1ccc(S(=O)(=O)N2CCOCC2)cc1NC(=O)C1COc2ccccc2O1 (stereo not given)	0%	2%	u	2.7	-0.8%	5%	-2%	-2%	i
CN(C(=O)/C=C/c1ccco1)c1ccccc1C(=O)O	0%	0%	1%	-1.2	-0.2%	11%	-13%	2%	i
CCc1nc2c(OCC(=O)c3ccc(F)cc3)cccn2c1N(C)C(=O)c1ccccc1F	x	6%	x	-2.1	-0.3%	-4%	x	6%	i
COc1ccc(Nc2ccc(S(=O)(=O)N3CCCCC3)cc2[N+](=O)[O-])cc1OC	2%	u	u	-2.6	-0.5%	21%	1%	5%	i
Cc1ccc(-c2ccc(/C=C(\C#N)C(N)=S)o2)c([N+](=O)[O-])c1	2%	-14%	7%	0.9	u	-2%	-11%	-8%	i
O=C(CCNC(=O)c1ccc(Cl)cc1)Nc1ccc(F)cc1F	0%	-3%	-13%	-0.4	-0.2%	-4%	9%	-18%	i
O=C(COC(=O)c1ccco1)Nc1ccccc1	-2%	-17%	16%	0.5	3.0%	20%	-3%	-13%	i
OCc1ccc2c(c1)c(-c1ccc3c(c1)OCCO3)c(-c1ccccc1)n2-c1ccccc1	-19%	20µM*	-16%	-2.8	-0.4%	-2%	-1%	-8%	i
O=C(CN1CCN(S(=O)(=O)N2CCOCC2)CC1)Nc1ccc(Cl)c(Cl)c1	-1%	-13%	u	-2.5	-0.2%	-6%	-5%	-26%	i
CCC1=NN2C(=N)/C(=C\c3cccn3-c3ccc(OC)cc3)C(=O)N=C2S1	1%	-11%	5%	-2.5	0.5%	-16%	-12%	-19%	i
CCN(C(=O)Cn1c(=O)n2nc(CCn3nc(C)cc3C)nc2c2ccccc21)c1cccc(C)c1	-1%	-6%	20%	-0.2	0.4%	-1%	-6%	0%	i
COc1ccc2cc(C(=O)C3CCCN(C(=O)c4cc(=O)n(C)c(=O)n4C)C3)ccc2c1 (stereo not given)	-1%	-10%	0%	0.7	-0.7%	-6%	-1%	-24%	i
COCCC(=O)N1CCC(Oc2ccc(C(=O)NCc3csc(C)n3)cc2)CC1	2%	2%	0%	-1.0	0.1%	-11%	8%	4%	i
COC(=O)c1sc(-c2ccc(C(C)(C)C)cc2)cc1NC(=O)CSCC(=O)O	-19%	u	25%	-0.2	-1.0%	-15%	-4%	-52%	i
COc1ccc2[nH]c3c(c2c1)CCN1C(=O)C(CC(=O)NCCCn2ccnc2)C[C@H](C(=O)N2CCCCC2)[C@@]31C (stereo not given in full)	-1%	-1%	5%	0.5	-0.5%	5%	0%	3%	i
CN1C(=O)C(CC(=O)Nc2ccc3c(c2)Cc2ccccc2-3)N(C)C1=O (stereo not given)	1%	2%	x	-6.8	5.1%	-2%[9.22 µM]	-9%	-1%	i
CN(C)S(=O)(=O)c1cccc(NC(=O)/C=C/c2ccc(S(=O)(=O)N3CCOCC3)cc2)c1	-2%	-2%	23µM*	-2.1	0.6%	3%	-4%	0%	i
CCc1ccc(OCCCC(=O)Nc2ccc(N3CCCCC3)cc2)cc1	-4%	-2%	5%	-1.9	-0.5%	26%	-5%	7%	i
COc1ccc(C(=O)N(C)C2(C)CCS(=O)(=O)C2)cc1OC (stereo not given)	0%	-4%	1%	-0.7	0.3%	-6%	0%	-5%	i
CC(C)(C)OC(=O)N1CCC(NC(=O)c2[nH]c(C(F)(F)F)nc2-c2ccccc2)CC1	x	-1%	x	0.2	-0.3%	7%	x	0%	i
CC1CCCN(CCCNC(=O)c2ccc3c(c2)N(Cc2ccc(Cl)cc2)C(=O)c2ccccc2S3(=O)=O)C1 (stereo not given)	x	u	u	x	8.4%	-8%	-16%	20µM*	x
O=C(NCC(c1ccc(F)cc1)N1CCOCC1)c1cccnc1Sc1ccccc1 (stereo not given)	0%	2%	-2%	-3.0	0.0%	7%	2%	0%	i
COc1ccccc1NC(=O)CSc1nnnn1-c1ccc2c(c1)OCO2	0%	-12%	u	-6.6	-0.1%	15%	-1%	11µM*	i
CCC(=O)Nc1c(-c2cccs2)c(=O)c2ccccc2n1C	2%	1%	2%	-1.8	-0.4%	13%	1%	0%	i
CCn1nc(C)c2c(-c3ccccc3)cc(=O)n(C(C)C(=O)Nc3cccc(F)c3)c21 (stereo not given)	x	23%	u	x	-0.8%	-24%	-4%	0%	x

The last three compounds of the section above open the next one:
canonical_smiles	MmCpn inh	TGFb inhibitor	Nrf2 block	CCT chaperon mod	Nrf2 activator	Abeta rescue	A549 tox	HepG2 viability	Akt phos inh
COc1ccccc1NC(=O)CSc1nnnn1-c1ccc2c(c1)OCO2	0%	-12%	u	-6.6	-0.1%	15%	-1%	11µM*	i
CCC(=O)Nc1c(-c2cccs2)c(=O)c2ccccc2n1C	2%	1%	2%	-1.8	-0.4%	13%	1%	0%	i
CCn1nc(C)c2c(-c3ccccc3)cc(=O)n(C(C)C(=O)Nc3cccc(F)c3)c21 (stereo not given)	x	23%	u	x	-0.8%	-24%	-4%	0%	x
Cc1ccc(C)c(NC(=O)CSc2c(C)cnc3c2c(=O)n(C)c(=O)n3C)c1	x	14%	x	x	-0.5%	7%	-6%	9%	x
CCCCn1c(N)c(N(Cc2ccccc2OC)C(=O)CCC(C)C)c(=O)[nH]c1=O	1%	4%	-4%	-0.8	0.3%	2%	0%	0%	i
Cn1c(-c2ccccc2)cnc1NCc1ccccc1	-2%	-5%	6%	-6.2	3.3%	-5%	14%	-8%	i
Cc1cc(C)cc(NC(=O)C2CCN(C(=O)c3cnn(-c4ccccc4)c3-n3cccc3)CC2)c1	x	u	u	x	4.5%	4%	-24%	-23%	x
CCOC(=O)N1CCC(Nc2c(NCCCN(CC)CC)c(=O)c2=O)CC1	-2%	u	-10%	0.2	-1.0%	-16%	-2%	3%	i
CCNC(=S)Nc1cc(OCC)c(NC(=O)c2ccco2)cc1OCC	-9%	-27%	6%	-1.0	25%	0%	6%	-3%	i
COc1ccccc1-c1nnn(CC#N)n1	0%	-6%	12%	2.7	0.0%	16%	-2%	3%	i
COC(=O)c1ccc(Cl)cc1NC(=O)N(Cc1ccc(C)o1)C1CCN(C(C)=O)CC1	x	0%	0%	x	9.7%	-4%	3%	-21%	x
COC(C[C@H]1O[C@@H]1[C@@H](O)[C@H](C)OCc1ccccc1)OC	0%	u	0%	1.1	-0.2%	-7%	-5%	3%	i
CSC[C@H](NC(=O)COc1cc2c(c3oc(=O)cc(C)c13)CCC(C)(C)O2)C(=O)O	-4%	-2%	3%	-0.4	0.1%	3%	-3%	12%	i
O=C1[C@H](O)[C@@H](O)C(=O)N1Cc1ccccc1	0%	-1%	2%	-1.1	-2.1%	-13%	1%	-3%	i
CC1=C(C(=O)Nc2ccc(Cl)cc2)C(c2ccccc2C)n2ncc(C(=O)Nc3ccc(C)cc3)c2N1 (stereo not given)	x	u	-29%	x	6.0%	u	-4%	-3%	x
COc1ccc(CNC(=O)CN2C(=O)CSc3ccc(S(=O)(=O)N4CCOCC4)cc32)c(OC)c1	1%	-30%&10%	0%	-0.8	-1.1%&0.9%	-2%&-10%	0%&-3%	6%&-6%	i
O=C(NC12CC3CC(CC(C3)C1)C2)c1cc(F)c(F)cc1Cl	-1%	16%	-11%	0.0	-0.1%	-16%	-1%	-3%	i
C/C(=N\OCC(=O)NC12CC3CC(CC(C3)C1)C2)c1cc2ccccc2o1	2%	u	-7%	2.1	4.1%	-11%	-2%	2%	i
O=C(O)C1C2C=CC(CC2)C1C(=O)O (stereo not given)	-1%	-11%	6%	-5.2	0.2%	u	2%	-8%	i
CC(C)C[C@H]1CN=C(Nc2ccccc2)N1CCc1ccc(F)cc1	0%	8.9µM*	14%	0.4	3.5%	10%	-5%	-33%	i
O=C(O)Cn1ccnc1[N+](=O)[O-]	x	3%	x	4.8	-0.5%	-11%	x	2%	i
Cc1cc(C)c(S(=O)(=O)N2CCC3(CC2)OCCN3S(=O)(=O)c2cccs2)c(C)c1	-1%	3%	u	3.0	3.4%	17%	-13%	-8%	i
COc1ccc(NC(=O)c2c(C)nn(-c3ccccc3)c2Cl)cc1	0%	10%	u	-0.5	3.8%	-4%	10%	4%	i
O=C(NNC(=O)c1cccc(O)c1)Nc1ccc([N+](=O)[O-])cc1	3%	7%	1%	-1.3	0.2%	-5%	-10%	-13%	i
O=C(NC1CCCCC1)NC12CC3CC(CC(C3)C1)C2	2%	-8%	6%	0.0	1.8%	25%	1%	9%	i
CCOc1ccc(C(CN2CCOCC2)C(C)=O)cc1OC (stereo not given)	x	2.5µM*	x	-1.1	u	-67%[inhibitor]	x	-102%	i
CC1CN(S(=O)(=O)c2cc(C(=O)NCc3ccncc3)ccc2Cl)CC(C)O1 (stereo not given)	0%	3%	-5%	-2.3	-0.6%	-6%	-1%	-1%	i
CC(C)(Oc1ccc(C2CC2(Cl)Cl)cc1)C(=O)O (stereo not given)	1%	-18%	15%	-0.1	0.3%	12%	0%	0%	i
OC(CNCc1ccc(Cl)cc1)COc1ccccc1 (stereo not given)	1%	-5%	-6%	-3.9	3.0%	28%	0%	-73%	i
Cc1ccccc1OCC(=O)Nc1ccc2nc(SCc3ccccc3)sc2c1	x	-6%	10%	x	-1.0%	-2%	2%	16%	x
